# CCHF vOTU inh: CCHFV vOTU protease inhibitors, primary screen, biochemical, Pep-AMC substrate, fluorescence; inhibition, % at 11.5 µM; 370,000 compounds, 0.55% hits; AID 651958, 2012; in the data active means inhibition above about 30%; further: 0% = vehicle wells with enzyme and 100% = no enzyme wells
# BH1578 lux ind: inducers of Vibrio cholerae quorum light production without autoinducers, primary screen, BH1578 luxS cqsA deficient, single point; activation, % at 18.7 µM; V. cholerae BH1578 lux reporter, luminescence, 6 h; 350,000 compounds, 0.16% hits; in the data active means activation mostly above about 9.7%, no sharp cut-off; further: not every result past the cut was called active; inactives centre near 0; reference of the scale not given here
# TcdB inh: TcdB glycohydrolase inhibitors, primary screen, biochemical, single point, plate reader; 350,000 compounds, 0.24% hits; TcdB glycohydrolase enzymatic assay; AID 652162, 2013; inhibition, % at 9.99 µM; in the data active means inhibition above about 10%
# Yp Topo-I inh: Yersinia pestis topoisomerase I inhibitors, primary screen, biochemical, cleavage product accumulation, plate reader, single point; Y. pestis Topo-I cleavage product accumulation; activity, % at 10 µM; AID 504884, 2011; DNA topoisomerase I (Yersinia pestis CO92); 360,000 compounds, 0.064% hits; in the data active means activity above about 50%, passing the limit was not always enough; further: inactives centre near 2
# DUSP3 inh: VHR1 phosphatase inhibitors, primary screen, biochemical, absorbance, uHTS. Dual specificity protein phosphatase 3 (Homo sapiens), P51452. recombinant VHR phosphatase, pNPP absorbance. inhibition, % at 13.3 µM. 290,000 compounds, 0.52% hits. AID 1654, 2009; in the data active means inhibition above about 50%; further: some compounds called inactive have numbers as strong as hits
# Target sequence (P51452 whole entry, looked up): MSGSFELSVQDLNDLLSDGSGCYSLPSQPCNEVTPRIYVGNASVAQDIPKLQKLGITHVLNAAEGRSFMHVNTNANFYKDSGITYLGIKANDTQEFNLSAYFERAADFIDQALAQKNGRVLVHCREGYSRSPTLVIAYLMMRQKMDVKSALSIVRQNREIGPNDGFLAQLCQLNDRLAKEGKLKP
# SSB-PriA inh: inhibitors of Klebsiella pneumoniae PriA binding to SSB C-terminal tail, primary screen, biochemical, AlphaScreen | PriA–SSB C-terminal tail interaction (Klebsiella pneumoniae) | AlphaScreen SSBct-PriA binding, biotinylated peptide | inhibition, % at 33 µM | 430,000 compounds, 0.6% hits | AID 1272365, 2023; in the data active means inhibition mostly above about 37%, no sharp cut-off; inactive means mostly below about 20%;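 further: plate controls were negative control peptide for no effect and reference peptide for full effect; strong numbers were not always called active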
# Anthrax LF inh2: Bacillus anthracis LF protease inhibitors, primary screen, biochemical, multiplex microsphere, MLPCN library; Lethal factor (Bacillus anthracis), P15917; multiplex microsphere protease cleavage assay; inhibition, % at 10 µM; 360,000 compounds, 0.12% hits; AID 588501, 2011; further: plate controls were buffer without enzyme for full effect and enzyme alone for no effect
# Target sequence (P15917 whole entry, looked up): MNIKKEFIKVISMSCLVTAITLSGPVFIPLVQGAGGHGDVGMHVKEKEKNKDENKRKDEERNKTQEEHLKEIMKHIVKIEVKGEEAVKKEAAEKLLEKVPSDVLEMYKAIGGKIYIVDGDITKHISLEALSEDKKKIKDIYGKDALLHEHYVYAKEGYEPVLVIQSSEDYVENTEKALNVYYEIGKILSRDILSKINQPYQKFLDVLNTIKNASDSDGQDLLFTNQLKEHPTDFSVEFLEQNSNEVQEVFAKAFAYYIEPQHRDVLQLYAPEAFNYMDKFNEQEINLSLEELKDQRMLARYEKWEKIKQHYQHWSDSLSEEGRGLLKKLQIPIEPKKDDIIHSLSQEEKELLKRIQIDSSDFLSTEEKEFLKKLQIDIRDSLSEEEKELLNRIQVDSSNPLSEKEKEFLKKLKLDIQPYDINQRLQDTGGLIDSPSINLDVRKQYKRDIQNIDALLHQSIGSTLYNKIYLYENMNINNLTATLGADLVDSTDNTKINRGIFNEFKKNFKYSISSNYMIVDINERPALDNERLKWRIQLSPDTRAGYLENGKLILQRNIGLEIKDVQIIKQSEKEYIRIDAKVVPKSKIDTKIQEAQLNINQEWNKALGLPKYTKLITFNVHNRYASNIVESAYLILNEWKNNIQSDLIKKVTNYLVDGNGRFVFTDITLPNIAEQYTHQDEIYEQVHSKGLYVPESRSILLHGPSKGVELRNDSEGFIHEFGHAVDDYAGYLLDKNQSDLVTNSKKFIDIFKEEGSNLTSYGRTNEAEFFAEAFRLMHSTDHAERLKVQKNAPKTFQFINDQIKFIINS
# 3CLpro inhibitor: SARS-CoV 3CLpro protease inhibitors, primary screen, biochemical, quenched FRET; inhibition, % at 6 µM; Replicase polyprotein 1ab (Severe acute respiratory syndrome coronavirus), P0C6X7; recombinant SARS-CoV 3CLpro, quenched FRET peptide cleavage; 290,000 compounds, 0.14% hits; AID 1706, 2009; in the data active means inhibition above about 12%
# PfHsp40 rescue: rescue of yeast from PfHsp40 toxicity, primary screen, S. cerevisiae, ATP luminescence; AID 504582, 2011; S. cerevisiae expressing PfHsp40, growth rescue; growth rescue, % at 12.5 µM; 340,000 compounds, 0.68% hits; in the data active means growth rescue above about 28%, passing the limit was not always enough;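 further: yeast W303a lacking pdr1 and pdr3 grown in galactose medium; growth measured after three days at 30 °C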
# BoNT A protease: BoNT/A light chain protease inhibitors, primary screen, biochemical, flow cytometry, MLPCN library | Botulinum neurotoxin type A light chain protease (Clostridium botulinum A str. ATCC 3502) | AID 588499, 2011 | 360,000 compounds, 0.17% hits | inhibition, % at 10 µM | multiplex microsphere protease substrate cleavage; further: plate controls were buffer without enzyme for full effect and enzyme alone for no effect
# An asterisk follows results filed as active; i = inactive; / = not tested or not shown. Unless noted, no stated cut-off is given here; in the data, active means inhibition above about 30%; inconclusive means no clear call, values can overlap the other calls; inactive means below that. Not all compounds are listed; the hit share may differ from the screen's.
SMILES,CCHF vOTU inh,BH1578 lux ind,TcdB inh,Yp Topo-I inh,DUSP3 inh,SSB-PriA inh,Anthrax LF inh2,3CLpro inhibitor,PfHsp40 rescue,BoNT A protease
COc1ccc(NC(=O)c2ccccc2NC(=O)CSc2ccccc2)cc1,0.6,3.3,/,0.1,13.3,-1.5,0.7,2.5,-1.3,-0.7
CN(CC(=O)Nc1ccccc1Cl)C(=O)Cn1nnc(-c2ccc(F)cc2)n1,-6.9,i,0.6,-2.8,/,-21.1,-2.2,/,-1.5,-2.1
O=C(NCc1cccc(C(F)(F)F)c1)c1cccc(S(=O)(=O)NCc2ccccc2)c1,12.2,-1.1,/,-9.8,-2.7,-2.3,-1.6,1.3,0.5,0.0
CC(C)(C)Cc1nnc(NC(=O)CCC2CCCCC2)s1,/,1.1,-0.2,3.6,/,-2.0,5.5,-1.9,1.2,-1.5
COc1cccc(/C=C2\CCC(C3CCCC3)C2=O)c1OC (stereo not given),-6.7,0.1,-0.3,-3.4,23.6,-9.7,-3.8,-0.5,-1.6,3.3
O=C(COC(=O)C1CCN(C(=O)c2ccc(Cl)cc2)CC1)NC1CCS(=O)(=O)C1 (stereo not given),5.8,-0.3,1.0,10.1,15.5,0.5,3.9,2.8,0.7,-0.5
S=c1[nH]nc(-c2ccccc2Cl)n1Cc1ccccc1,-4.9,i,1.9,4.0,10.6,-4.2,0.0,0.4,-0.2,-1.5
O=C(NCc1ccco1)c1ccccc1NS(=O)(=O)c1ccc(Cl)s1,6.1,i,/,1.1,30.9,9.3,-1.8,1.2,2.1,0.2
Cc1cccc(C)c1NC(=S)NC(C)(C)CO,-11.3,i,-0.3,-5.3,23.3,-2.4,-2.3,1.0,-0.1,-0.2
O=C(N/N=C/c1ccc[nH]1)c1cc2ccccc2cc1O,15.6,-0.4,1.5,-8.0,6.4,/,-2.3,-2.8,2.8,-0.4
Cc1nonc1OCCNCCNc1ccc([N+](=O)[O-])c2cccnc12,10.7,-8.3,0.8,-6.0,-1.5,2.6,-1.1,-0.1,0.0,2.7
Cc1cc(F)ccc1NC(=O)C1CCN(C(=O)Nc2ccccc2)CC1,/,-0.9,/,-12.2,/,-2.1,-3.7,/,-1.7,-1.0
COc1ccc(CN(C)CC(=O)Nc2cccc(S(=O)(=O)N(C)c3ccccc3)c2)c(OC)c1,-4.2,i,0.8,24.9,/,-0.6,-7.2,/,-1.5,0.3
COc1ccc(COC(=O)NC(C(=O)O)c2ccccc2)cc1 (stereo not given),-1.9,-5.0,-0.4,3.1,/,-4.4,3.2,/,-1.4,0.5
COc1ccc(-n2c(N)c(C(=O)NCc3ccco3)c3nc4ccccc4nc32)cc1,-62.8,1.4,/,18.8,23.5,-12.7,-2.4,-1.5,0.7,0.8
CC12CCC(=O)N1C(C(=O)NCCN1C(=O)S/C(=C\c3ccccc3Cl)C1=O)CS2 (stereo not given),22.8,1.2,2.5,39.8,/,-6.7,-3.8,/,0.5,2.3
O=C1C(=O)N(Cc2cccnc2)C(c2ccccn2)/C1=C(/O)c1ccc(F)cc1 (stereo not given),2.6,2.0,/,2.2,-1.1,/,0.5,4.1,-1.3,0.2
O=C(CCN1CCN(C(=O)c2ccco2)CC1)Nc1ccc(F)cc1,9.3,i,/,-4.3,6.4,-0.5,1.8,-9.4,0.3,-0.4
O=C(CCc1nc(-c2ccccc2F)no1)NCc1ccco1,-10.1,-5.3,/,2.4,9.9,-0.7,-0.4,4.6,-1.2,-0.3
O=C(CCSCc1ccc(Cl)cc1)NCc1cccnc1,-16.3,-0.2,0.5,6.5,29.0,2.9,-1.4,0.0,-0.4,2.4
CNC(=O)CSc1nnc(-c2ccco2)n1-c1ccc(C)cc1,7.7,-0.6,/,-2.2,-4.4,-8.2,2.0,-0.2,-0.4,0.9
CC(C)CN1CCNC(=O)C1CC(=O)N(C)CC1CCOCC1 (stereo not given),13.5,i,0.4,-2.4,18.6,0.2,-5.1,1.9,1.2,0.1
Cc1ccc(C(=O)N[C@H](C(=O)OCc2nnc(-c3ccccc3)o2)C(C)C)cc1,-2.1,-0.4,2.1,24.3,-0.9,-1.3,-0.3,1.2,0.3,0.1
Cc1nnc(NC(=O)CSc2nc3ccccc3[nH]2)s1,7.1,-0.2,-1.2,2.2,13.2,-1.2,-0.9,2.0,-1.4,-0.9
CCOC(=O)c1cc2sc(C)cc2n1C(C)C(=O)OCC (stereo not given),-3.8,-1.2,/,17.1,19.7,-35.1,-0.1,0.7,-0.5,0.2
CC[N+]1(C)CCCC(OC(=O)C(O)(c2ccccc2)c2ccccc2)C1 (stereo not given),7.9,6.2,1.9,3.8,16.3,-10.2,-1.8,1.7,6.7,-0.8
Nc1[nH]c(C(=O)c2ccccc2)c(-c2ccccc2Br)c1C(=O)NCCc1ccc(Cl)cc1Cl,13.8,/,1.3,/,/,/,0.9,/,/,-0.3
CSc1ccccc1C(=O)Nc1ccccc1C(=O)N1CCCC1,-6.9,-0.3,2.3,-2.4,21.2,-21.4,-4.2,3.7,2.0,-0.3
CCSc1ncc(Cl)c(C(=O)Nc2ccccc2OC)n1,-2.4,-1.8,0.8,9.6,10.7,-8.2,-3.0,-0.6,0.6,1.4
CCOc1ccccc1NC(=O)CSc1nnc2ccc(-c3ccncc3)nn12,-4.4,-0.1,0.4,10.4,22.5,5.2,-8.6,-2.3,1.1,0.4
O=S(=O)(NCc1ccccc1)c1cccc(S(=O)(=O)N2CCOCC2)c1,4.1,-6.2,/,-13.9,26.9,-17.9,-0.8,4.7,-0.3,2.3
Cc1ccc(N2CCN(/N=C/c3ccncc3)CC2)cc1,-7.5,-0.2,1.4,2.3,9.6,/,-4.5,2.0,-1.0,-1.3
COCCNc1nc(NCCOc2ccccc2Cl)c2sc(-c3ccccc3)cc2n1,11.6,i,1.7,14.4,/,/,2.6,/,/,1.0
CC(NC(=O)CCSc1nc(-c2ccc3c(c2)OCO3)cc(C(F)(F)F)n1)c1ccccc1 (stereo not given),-10.0,-0.3,/,10.4,-7.4,-1.4,-1.9,-0.6,0.2,0.3
COc1ccc(NC(=O)N2CCCc3cc(C)ccc32)c(OC)c1,17.1,i,0.4,5.9,5.9,4.1,1.0,3.8,-0.9,-1.2
CC(=O)N(Cc1cccs1)Cc1cc2cc(C)c(C)cc2nc1Cl,-0.8,i,0.0,25.8,48.4,-6.1,-2.6,-1.6,-0.4,-0.3
CCCCNC(=O)c1cc2c(=O)n3cccc(C)c3nc2n(CCN2CCOCC2)c1=N,-104.8,-0.5,/,-1.1,-2.0,-4.5,-3.9,1.0,1.4,0.1
NC(COCc1ccccc1)c1csc(Nc2ccc(C(=O)c3ccccc3)cc2)n1 (stereo not given),1.1,-0.4,1.0,-0.1,/,/,-8.8,/,/,-0.5
CCc1cc(=O)oc2c(C)c(OC(C)C(=O)N3CC[C@@]4(O)CCCC[C@H]4C3)ccc12 (stereo not given in full),-5.6,-0.4,0.3,-7.6,24.5,-8.6,-5.9,0.1,-3.1,-0.2
O=C(Nc1nc2c(s1)CCCC2)c1ccc(S(=O)(=O)N2CCCc3ccccc32)cc1,9.3,0.3,/,0.0,20.9,1.4,-4.5,4.5,-1.2,-1.5
O=C(NN=C1CCCCC1)Nc1ccccc1Cl,-0.1,-0.5,-0.6,-9.2,/,-15.0,1.5,/,1.1,0.1
CC(C)[C@H](NC(=O)c1cccc(S(=O)(=O)N2CCOCC2)c1)C(=O)OCC(=O)Nc1cccc(Br)c1,9.4,i,-0.1,15.9,/,-22.3,-0.4,/,-0.8,-0.2
O=C(CC1SC(N2CCCC2)=NC1=O)Nc1ccc(C(=O)Nc2ncccc2O)cc1 (stereo not given),0.3,i,1.1,-9.6,/,9.7,-2.5,/,0.6,-1.8
CCOC(=O)N1CCN(C(=O)Cn2nc(-c3ccc(Cl)cc3)ccc2=O)CC1,2.0,-0.3,-0.3,11.8,23.7,-1.5,-1.5,2.4,-0.4,1.4
O=C(NCN1CCN(c2ccccc2F)CC1)c1ccccc1,-5.1,i,/,-4.2,10.4,-16.4,-0.5,-3.6,-1.1,-1.2
COc1ccc(-c2coc3c(C(=O)NCC4CCOCC4)cccc23)c(C)c1,1.6,-0.2,1.5,-8.4,/,/,-9.4,/,/,-0.9
COc1ccc(NC(=O)c2ccc(-c3ccc([N+](=O)[O-])cc3)o2)cc1,13.3,-0.2,0.2,-23.8,6.3,-3.1,11.2,-4.3,0.3,0.9
Cc1ccc(-n2c(=O)c3ccccc3n(CC(=O)C(C)(C)C)c2=O)cc1,-8.9,i,0.7,7.8,-10.7,-1.0,-2.3,-3.4,-0.8,-0.4
CC(=O)c1c(N2CCOCC2)nc(=S)n(-c2ccc([N+](=O)[O-])cc2)c1C,2.1,-5.0,/,1.1,28.6,1.5,/,-0.4,-0.4,/
Cc1nn(Cc2ccc(C(=O)N/N=C/c3ccncc3)o2)c(C)c1Cl,2.2,i,0.9,1.0,-2.1,/,3.3,-1.1,-1.6,-0.9
Cc1nc(NS(=O)(=O)c2ccccc2)sc1NC(=O)OCCN(C)C,7.5,i,/,0.4,-2.0,-7.0,0.5,-4.0,-0.8,0.9
Nc1sc(-c2ccccc2)cc1C(=O)N/N=C/c1ccc(Cl)cc1,-10.1,-0.3,0.7,-6.6,21.7,i,/,-2.8,-0.4,/
Cc1c(C)c2ccc(OC(C)C(=O)NCCN3CCOCC3)c(C)c2oc1=O (stereo not given),4.2,2.4,-1.1,-11.2,0.4,-2.8,2.3,-0.6,-1.3,-0.5
COc1ccc2c(CCNC(=O)Nc3ccccc3)c[nH]c2c1,-1.0,-5.6,-1.6,-7.1,44.3,15.6,-0.2,4.1,0.4,-0.1
CCN1CCN(c2cc(C)c3cc(NC(=O)c4cccnc4Cl)ccc3n2)CC1,-9.9,-3.1,/,3.2,24.4,-8.1,-0.5,-3.4,-0.9,4.1

# Ordered by number of heavy atoms (smallest number first): 5 of the compounds above
SMILES,CCHF vOTU inh,BH1578 lux ind,TcdB inh,Yp Topo-I inh,DUSP3 inh,SSB-PriA inh,Anthrax LF inh2,3CLpro inhibitor,PfHsp40 rescue,BoNT A protease
Nc1sc(-c2ccccc2)cc1C(=O)N/N=C/c1ccc(Cl)cc1,-10.1,-0.3,0.7,-6.6,21.7,i,/,-2.8,-0.4,/
Cc1nn(Cc2ccc(C(=O)N/N=C/c3ccncc3)o2)c(C)c1Cl,2.2,i,0.9,1.0,-2.1,/,3.3,-1.1,-1.6,-0.9
Cc1ccc(-n2c(=O)c3ccccc3n(CC(=O)C(C)(C)C)c2=O)cc1,-8.9,i,0.7,7.8,-10.7,-1.0,-2.3,-3.4,-0.8,-0.4
Cc1c(C)c2ccc(OC(C)C(=O)NCCN3CCOCC3)c(C)c2oc1=O (stereo not given),4.2,2.4,-1.1,-11.2,0.4,-2.8,2.3,-0.6,-1.3,-0.5
CCN1CCN(c2cc(C)c3cc(NC(=O)c4cccnc4Cl)ccc3n2)CC1,-9.9,-3.1,/,3.2,24.4,-8.1,-0.5,-3.4,-0.9,4.1

# From PubChem BioAssay
